Screening results deposited in PubChem by several laboratories.
RT RNaseH block: blocks HIV-1 RNase H cleavage of RNA/DNA duplex | P04585 | RT-RNase H RNA/DNA duplex cleavage, fluorescence | inhibition, % at 10 µM | 1.9% of 65,000 active | AID 565; in the data active = inhibition above about 50%
RmlCD inh mix: inhibitors of RmlC and RmlD coupled enzymes; RmlC/RmlD coupled enzyme inhibition, 384-well mixture HTS; inhibition, % at 5.5 µM; 0.39% of 110,000 active; AID 1532; in the data active = inhibition above about 30%, passing the limit was not always enough; note: strong numbers were not always called active
Numbers without * were called inactive. The list is partial. The share of hits here may be higher or lower than overall.

`COc1ccccc1CN(CC(=O)NCc1ccc2c(c1)OCO2)C(=O)c1ccc2c(c1)OCCO2` gave RmlCD inh mix 9.
`Cc1cc(NC(=O)Cn2nc(C(F)(F)F)c3c2CCC3)n(-c2ccccc2)n1` gave RT RNaseH block 1 and RmlCD inh mix -16.
Screening CCC(c1nnc(SCCNCCO)n1CCN1CCOCC1)N(C)C (centres undefined) returned RT RNaseH block -4.
`O=C(CSc1nc(-c2ccccc2)cc(=O)[nH]1)N1CCc2ccccc21` gave RT RNaseH block -46 and RmlCD inh mix -14.
For O=S(=O)(c1ccc2c(c1)OCCO2)N1CCC(O)(c2ccc(Cl)cc2)CC1 the results were RT RNaseH block 25 and RmlCD inh mix -10.
Cc1cccc(NC(=O)CN2CCN(CC(=O)Nc3cccc(C)c3)CC2)c1 was read as RT RNaseH block -3 and RmlCD inh mix -11.
For O=C(NC1CCN(C(=O)N2c3ccccc3Sc3ccccc32)CC1)c1ccccc1F the results were RmlCD inh mix -4.
`CC(OC(=O)c1nsc(Cl)c1Cl)C(=O)NCc1ccco1` (centres undefined) gave RT RNaseH block -23 and RmlCD inh mix -6.
Screening CC(=O)Nc1cccc(-c2csc(Nc3ccccn3)n2)c1 returned RmlCD inh mix -27.
Screening O=C(CCc1ccccc1)N1CCN(CCO)CC1 returned RT RNaseH block -11 and RmlCD inh mix -4.
C=CCN1C(=O)/C(=C2\SC(N3CCOCC3)=NC2=O)c2cc(Br)ccc21 was read as RT RNaseH block -41 and RmlCD inh mix -7.
Screening COc1ccc(CCNC(=O)COC(=O)c2ccc[nH]c2=O)cc1 returned RmlCD inh mix 10.
For Cc1cc(=O)oc2cc(Oc3ncccn3)ccc12 the results were RT RNaseH block -3 and RmlCD inh mix -10.
Screening O=C(c1ccco1)N(Cc1ccc([N+](=O)[O-])cc1)c1ccc(Br)cc1 returned RmlCD inh mix -14.
Screening Cc1cccc(CN2CCN(C(c3ccccc3)c3ccc(Cl)cc3)CC2)c1 (centres undefined) returned RT RNaseH block 5 and RmlCD inh mix 9.
For Cn1nc(-c2ccc(C(=O)NCC3CCCO3)cc2)c2ccccc2c1=O (centres undefined) the results were RT RNaseH block -6 and RmlCD inh mix 9.
For CC(C)(C)Cc1nnc(NS(=O)(=O)c2ccc(F)cc2)s1 the results were RT RNaseH block 3 and RmlCD inh mix -10.
Screening O=C(CSCc1ccccc1Cl)NN=C1CCCCCC1 returned RmlCD inh mix 7.
For CC(NC(=O)NC1CCCCC1)C(c1cccs1)N1CCN(c2ccccc2)CC1 (centres undefined) the results were RmlCD inh mix 7.
Screening COc1ccc(-n2c(=O)cc(N3CCN(c4ccccc4OC)CC3)[nH]c2=O)cc1 returned RT RNaseH block -1 and RmlCD inh mix 9.
For Cc1cc(C)n2nc(-c3cccnc3)nc2n1 the results were RT RNaseH block -11 and RmlCD inh mix 0.
For Cc1ccc(CNC(=O)CSc2nc(N3CCCCC3)nc(N3CCCCC3)n2)cc1 the results were RT RNaseH block 4 and RmlCD inh mix -11.
COc1cc(CNCc2cccs2)ccc1OCc1ccccc1 was read as RmlCD inh mix 9.
`COc1ccc(Nc2nc(CC(C)=O)ns2)cc1` gave RmlCD inh mix 18.
For O=C(CCCn1c(=O)[nH]c2ccsc2c1=O)N1CCCCC1 the results were RT RNaseH block -34 and RmlCD inh mix -11.
COC(=O)C(O)(c1ccc2c(c1)CCCN2)C(F)(F)F (centres undefined) was read as RT RNaseH block -22 and RmlCD inh mix 8.
Screening Fc1ccc(-n2nnc(-c3ncc[nH]3)n2)cc1 returned RmlCD inh mix -5.
`CCOC(=O)CSC1=Nc2ccccc2C2=NC(CC(=O)NCc3ccc4c(c3)OCO4)C(=O)N12` (centres undefined) gave RT RNaseH block -4 and RmlCD inh mix -28.
CCOC(=O)C1C2C=CC3(CN(c4ccccc4CC)C(=O)C13)O2 (centres undefined) was read as RT RNaseH block -2 and RmlCD inh mix 2.
For Cc1c(NC(=O)C2(c3ccc(Cl)cc3)CCCC2)c(=O)n(-c2ccccc2)n1C the results were RmlCD inh mix -7.
For CN(Cc1ccccc1)c1nc2c(c(=O)[nH]c(=O)n2C)n1CCSc1nc2ccccc2[nH]1 the results were RT RNaseH block -4 and RmlCD inh mix -5.
Screening CSc1nc2ccccc2cc1/C=C(\C#N)c1cccc(C)c1 returned RmlCD inh mix -7.
`COc1cccc(CNC(=O)Cn2c(=O)oc3ccccc32)c1OC` gave RT RNaseH block -16 and RmlCD inh mix -6.
For N#Cc1nc(COc2cccc(Cl)c2)oc1N1CCCC1 the results were RT RNaseH block -83 and RmlCD inh mix -2.
O=C1CCCN1CCC12CC3CC(CC(C3)C1)C2 was read as RmlCD inh mix -11.
For Cc1cccc(S(=O)(=O)c2c(N)n(/N=C/c3ccco3)c3nc4ccccc4nc23)c1 the results were RT RNaseH block -2 and RmlCD inh mix -16.
CCOC(=O)C1=C(N)N2C(=O)CSC2=C(C(=O)OC)C1 was read as RT RNaseH block -4 and RmlCD inh mix -10.
`Cc1cc(C)cc(NC(=S)NCC2CCCO2)c1` (centres undefined) gave RmlCD inh mix 5.
Screening CNC(=S)N1N=C(c2ccc(C)cc2)CC1c1ccc(OC)cc1 (centres undefined) returned RmlCD inh mix 14.
`CC(=O)Nc1ccc(C(=O)CSc2nnc(-c3ccc(O)cc3)n2CC2CCCO2)cc1` (centres undefined) gave RT RNaseH block -9 and RmlCD inh mix -11.
`CCO[C@@H]1OC(C(N)=O)=C[C@H](c2coc3ccccc3c2=O)[C@H]1CCCO` gave RmlCD inh mix -16.
Screening CCc1ccc(C(=O)COc2ccc(NC(C)=O)cc2)cc1 returned RmlCD inh mix -17.
For Cc1ccc(/C=C/c2nnc(-c3ccc(C)cc3)o2)cc1 the results were RmlCD inh mix -22.
For COc1ccc(CNc2nc3c(c(=O)[nH]c(=O)n3C)n2CCCc2ccccc2)cc1 the results were RT RNaseH block -7 and RmlCD inh mix -7.
Screening CC(=O)Nc1cccc(-c2cnc3ccccc3n2)c1 returned RT RNaseH block -12 and RmlCD inh mix 14.
`CCOC(=O)Cn1c(=O)oc2cc(S(=O)(=O)NC3CCCc4ccccc43)ccc21` (centres undefined) gave RT RNaseH block -4 and RmlCD inh mix -10.
For Cc1cc(C(=O)N2CCN(c3ccccn3)CC2)c(C)o1 the results were RT RNaseH block -8 and RmlCD inh mix -10.
`COCC(=O)Nc1cc(OC)cc(OC)c1` gave RmlCD inh mix -8.
Screening O=C(CCNS(=O)(=O)c1cccc2nsnc12)NCCc1ccccc1 returned RT RNaseH block -15 and RmlCD inh mix 5.
Screening CN(C)CP(=O)(Nc1ccccc1)N(C)C (centres undefined) returned RT RNaseH block -11 and RmlCD inh mix -19.
For COC(=O)[C@@H](N)CCCN=C(N)N[N+](=O)[O-] the results were RmlCD inh mix 6.
Screening c1ccc(Nc2c3c(nc4ncnn24)CCC3)cc1 returned RT RNaseH block 12 and RmlCD inh mix -6.
Screening CC(SC1CCCC1)C(=O)NC(C)(C#N)C(C)C (centres undefined) returned RT RNaseH block 8 and RmlCD inh mix 5.
Cc1c(Cl)cccc1Nc1nc(N)nc(CN2CCCCCC2)n1 was read as RmlCD inh mix 64.
`C=CCc1cccc(CNc2nc3ccccc3n2C(C)C)c1O` gave RT RNaseH block -1.
c1nc(N2CCNCC2)c2sc3nc(N4CCOCC4)c4c(c3c2n1)CCC4 was read as RT RNaseH block -10.
For O=C(O)Cn1nnnc1SCC(=O)Nc1ccc(OC(F)(F)F)cc1 the results were RT RNaseH block -9 and RmlCD inh mix 6.
For CC(=O)N1CCc2cc(Br)cc(S(=O)(=O)NCCCN3CCC(C)CC3)c21 the results were RT RNaseH block -4.
CCOC(=O)c1cc2sc(C)cc2n1CC(=O)NCc1ccc(F)cc1 was read as RT RNaseH block 44 and RmlCD inh mix -1.
Screening CCCC(=O)Nc1c2c(nn1-c1ccc(OC)cc1)CS(=O)(=O)C2 returned RT RNaseH block 11 and RmlCD inh mix -4.
`O=S1(=O)Nc2c(ccc3cccnc23)-c2ccccc21` gave RT RNaseH block 3.
`CCOC(=O)C1CCCN(C/C=C/c2ccccc2[N+](=O)[O-])C1` (centres undefined) gave RmlCD inh mix -11.
Screening C(=N\Nc1nc2ccccc2[nH]1)/c1cccs1 returned RmlCD inh mix 9.
`Cc1c(NC(=O)CSc2nnnn2Cc2ccccc2)c(=O)n(-c2ccccc2)n1C` gave RT RNaseH block 0 and RmlCD inh mix -8.
For Cc1cccc(C)c1OCC(O)CN (centres undefined) the results were RT RNaseH block -12 and RmlCD inh mix 12.
Screening CCOC(=O)c1ccccc1NC(=O)COc1cc(=O)n(CC)c2ccccc12 returned RmlCD inh mix 9.
For COc1ccc(C(=O)Nn2c(SCC(=O)NC3CCCC3)nc3ccccc3c2=O)cc1 the results were RmlCD inh mix 4.
For CCOC(=O)C1CCCN(C(=O)c2ccc(CS(=O)(=O)c3ccc(C)cc3)o2)C1 (centres undefined) the results were RT RNaseH block 3 and RmlCD inh mix -9.
COC(=O)Cc1c(C)c2ccc(OC(=O)c3ccccc3)cc2oc1=O was read as RmlCD inh mix 64*.
For O=C(CN1CCN(c2ccccn2)CC1)Nc1cccc(C(F)(F)F)c1 the results were RT RNaseH block -4 and RmlCD inh mix -13.
`CC(C)OC(=O)CSc1nnc(-c2ccccn2)n1-c1ccccc1` gave RT RNaseH block -2 and RmlCD inh mix -1.
O=C(CN1CCN(c2ccc(F)cc2)CC1)c1ccc2c(c1)OCO2 was read as RT RNaseH block -5.
Screening O=C(COc1ccc(F)cc1)N(CC1=CCS(=O)(=O)C1)c1ccccc1 returned RT RNaseH block -4 and RmlCD inh mix 7.
O=C(c1cccs1)N1CCN=C1SCc1ccccc1 was read as RT RNaseH block -16 and RmlCD inh mix -9.
Cc1cccc(NC(=O)Cn2cnc3sc(C)c(S(=O)(=O)N4CCC(C)CC4)c3c2=O)n1 was read as RmlCD inh mix 30.
`CC(C)(C)CC(C)(C)NCC(O)COc1c(F)cc(Br)cc1F` (centres undefined) gave RmlCD inh mix -8.
CCOC(=O)/C=C1\NC2(CCCCC2)Cc2cc(OC)c(OC)cc21 was read as RmlCD inh mix -4.
For O=C(Nc1c(-c2ccccc2)nc2c(Br)cc(Br)cn12)c1ccco1 the results were RT RNaseH block 4 and RmlCD inh mix 5.
For O=C1C2C(C(=O)N1Cc1cccnc1)C1C=CC2C12CC2 (centres undefined) the results were RT RNaseH block -4 and RmlCD inh mix 3.
`CCOC(=O)/C=C1\SCC(=O)N1CC(O)CN1C(=O)CS/C1=C\C(=O)OCC` gave RT RNaseH block 0 and RmlCD inh mix 1.
CN1CCc2c([nH]c3ccccc23)C1 was read as RmlCD inh mix -8.
COc1ccc(-n2c(SCC(=O)Nc3nccs3)nnc2-c2ccccc2)cc1 was read as RmlCD inh mix 10.
Screening Cc1cccc(NC(=O)CN2C(=O)NC(Cc3ccccc3)C2=O)c1 (centres undefined) returned RmlCD inh mix -14.
Screening CCN(CC)CC(=O)Nc1c(Br)ccc2c1OCO2 returned RT RNaseH block -7 and RmlCD inh mix 8.
`O=C1c2ccsc2SCCN1Cc1ccccc1Cl` gave RmlCD inh mix 10.
For COC(=O)COc1ccc(Oc2cc(C)nc(SC)n2)nn1 the results were RT RNaseH block -21 and RmlCD inh mix -9.
Screening CCOC(=O)/C=C/C(=O)N1CCc2ccccc21 returned RmlCD inh mix -9.
O=C(NC1CCN(C(=O)Nc2ccccc2)CC1)C1CCCCC1 was read as RT RNaseH block -5 and RmlCD inh mix 5.
CCOC(=O)/C=C/c1ccc2c(c1)S(=O)(=O)N(Cc1ccc(OC)cc1)[C@H]2CC(=O)OCC was read as RmlCD inh mix -8.
For CCCn1c(CN2CCN(C(=O)c3ccco3)CC2)nc2c1c(=O)n(C)c(=O)n2C the results were RT RNaseH block -12 and RmlCD inh mix 2.
COC(=O)c1cc(OC)c(OC)cc1NC(=O)Nc1ccc(OC)cc1OC was read as RT RNaseH block 3 and RmlCD inh mix 13.
Cc1ccc2c(c1)N(CC(=O)NCc1ccco1)C(=O)CO2 was read as RmlCD inh mix -11.
`O=C(NC1CC2CCC1C2)C1COc2ccccc2O1` (centres undefined) gave RT RNaseH block -8 and RmlCD inh mix 2.

Of the compounds above, 12 have an aryl thioether with sulfur outside any ring.
Screening CCC(c1nnc(SCCNCCO)n1CCN1CCOCC1)N(C)C (centres undefined) returned RT RNaseH block -4.
`O=C(CSc1nc(-c2ccccc2)cc(=O)[nH]1)N1CCc2ccccc21` gave RT RNaseH block -46 and RmlCD inh mix -14.
For Cc1ccc(CNC(=O)CSc2nc(N3CCCCC3)nc(N3CCCCC3)n2)cc1 the results were RT RNaseH block 4 and RmlCD inh mix -11.
For CN(Cc1ccccc1)c1nc2c(c(=O)[nH]c(=O)n2C)n1CCSc1nc2ccccc2[nH]1 the results were RT RNaseH block -4 and RmlCD inh mix -5.
Screening CSc1nc2ccccc2cc1/C=C(\C#N)c1cccc(C)c1 returned RmlCD inh mix -7.
`CC(=O)Nc1ccc(C(=O)CSc2nnc(-c3ccc(O)cc3)n2CC2CCCO2)cc1` (centres undefined) gave RT RNaseH block -9 and RmlCD inh mix -11.
For O=C(O)Cn1nnnc1SCC(=O)Nc1ccc(OC(F)(F)F)cc1 the results were RT RNaseH block -9 and RmlCD inh mix 6.
`Cc1c(NC(=O)CSc2nnnn2Cc2ccccc2)c(=O)n(-c2ccccc2)n1C` gave RT RNaseH block 0 and RmlCD inh mix -8.
For COc1ccc(C(=O)Nn2c(SCC(=O)NC3CCCC3)nc3ccccc3c2=O)cc1 the results were RmlCD inh mix 4.
`CC(C)OC(=O)CSc1nnc(-c2ccccn2)n1-c1ccccc1` gave RT RNaseH block -2 and RmlCD inh mix -1.
COc1ccc(-n2c(SCC(=O)Nc3nccs3)nnc2-c2ccccc2)cc1 was read as RmlCD inh mix 10.
For COC(=O)COc1ccc(Oc2cc(C)nc(SC)n2)nn1 the results were RT RNaseH block -21 and RmlCD inh mix -9.
